# PKA-R1A activ: activators of PKA-R1A holoenzyme, primary screen, biochemical, fluorescence polarization, Cy5-IP20, bovine R1A, mouse PKAc; activation, % at 11.4 µM; PKA-R1A dissociation; scaled: DMSO 0%, 113 µM cGMP 100%; hit rate 0.083% among 340,000; cAMP-dependent protein kinase type I-alpha regulatory subunit (Bos taurus) + …;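 active = percent activation above the mean of all tested compounds plus 3 SD, cut at about 19% in these data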;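 also: higher means more PKAc released from R1A so a rise in polarization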
# HTR5A ag ctr: HTR5A agonists in luminescence cell assay, primary screen, counter-screen for OPRM1-OPRD1 heterodimer agonist project, full-deck HTS; hit rate 0.61% among 340,000; AID 504692, 2011; cell-based; activation, % at 9.3 µM; 5-hydroxytryptamine receptor 5A (Homo sapiens), P47898; in the data active = activation mostly above about 9.5%, no sharp cut-off; inactive = mostly below about 7.6%;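 also: 0% = cells with vehicle only and 100% = reference agonist; strong numbers were not always called active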
# DSG3 Ab inh: inhibitors of pemphigus antibody binding to DSG3, primary screen, biochemical, bead-based, flow cytometry, scFv-GFP. DSG3-coupled beads, scFv-anti-DSG3-GFP binding; hits give low values. AID 588358, 2011. Desmoglein-3 (Homo sapiens), P32926. binding (percent of control), % at 10 µM. hit rate 0.48% among 310,000;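 active = binding more than 3 SD below its plate's average and above zero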;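 also: hits lower antibody fragment binding to DSG3; some compounds called inactive have numbers as strong as hits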
# phage Ecoli inh: growth loss of phage-infected E. coli, primary screen, RecBCD inhibitor project, absorbance, with phage, HTS; hit rate 0.26% among 360,000; inhibition, % at 11.9 µM; in the data active = inhibition above about 11%
# OPRM1-OPRD1 ag: agonists of OPRM1-OPRD1 heterodimerization, primary screen, cell-based, luminescence. Mu-type opioid receptor (Homo sapiens) + Delta-type opioid receptor (Homo sapiens), …. cells. activation, % at 9.3 µM. hit rate 0.3% among 340,000. AID 504326, 2011; in the data active = activation above about 18%;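 also: 0% = vehicle-treated cells and 100% = reference agonist; values of inactives mirror those of a sister screen read the other way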
# Target sequence (P35372 whole entry, looked up): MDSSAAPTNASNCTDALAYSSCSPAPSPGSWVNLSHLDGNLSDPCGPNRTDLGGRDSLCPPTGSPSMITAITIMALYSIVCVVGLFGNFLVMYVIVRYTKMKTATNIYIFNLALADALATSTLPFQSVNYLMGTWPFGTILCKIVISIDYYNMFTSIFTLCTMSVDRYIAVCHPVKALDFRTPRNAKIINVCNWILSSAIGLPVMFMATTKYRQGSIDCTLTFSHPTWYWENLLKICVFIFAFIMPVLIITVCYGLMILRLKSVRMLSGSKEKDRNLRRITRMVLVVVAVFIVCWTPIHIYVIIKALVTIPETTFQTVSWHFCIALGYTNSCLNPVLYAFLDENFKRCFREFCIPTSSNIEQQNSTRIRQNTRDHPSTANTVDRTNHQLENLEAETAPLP
# Target sequence (P41143 whole entry, looked up): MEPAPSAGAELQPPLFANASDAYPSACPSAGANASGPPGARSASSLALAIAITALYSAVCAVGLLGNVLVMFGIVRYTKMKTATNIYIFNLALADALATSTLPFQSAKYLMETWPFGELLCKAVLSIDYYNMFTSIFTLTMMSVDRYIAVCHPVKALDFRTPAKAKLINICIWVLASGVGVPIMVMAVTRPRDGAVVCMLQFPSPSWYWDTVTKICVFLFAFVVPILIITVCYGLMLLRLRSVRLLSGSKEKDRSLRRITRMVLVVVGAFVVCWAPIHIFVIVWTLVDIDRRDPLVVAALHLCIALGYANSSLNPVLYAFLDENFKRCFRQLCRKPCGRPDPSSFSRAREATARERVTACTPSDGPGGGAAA
# AddAB inh: growth inhibition of E. coli expressing H. pylori AddAB, primary screen, AddAB inhibitor project, absorbance | inhibition, % at 11.9 µM | hit rate 0.29% among 330,000; in the data active = inhibition above about 12%;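 also: 0% = vehicle wells of infected cells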
# OPRM1-OPRD1 inv: inverse agonists of MOR-DOR heterodimerization, primary screen, cell-based, luminescence. AID 504357, 2011. Mu-type opioid receptor (Homo sapiens) + Delta-type opioid receptor (Homo sapiens), …. hit rate 0.21% among 340,000. cell-based MOR-DOR heterodimer luminescence, inverse agonism. inhibition, % at 9.3 µM; in the data active = inhibition above about 22%, passing the limit was not always enough;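 also: 0% = cells with DMSO and 100% = wells without cells with DMSO; values of inactives mirror those of a sister screen read the other way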
# E coli growth: E. coli V3065 growth inhibition, primary screen, counter-screen for AddAB inhibitor project, absorbance, OD600; inhibition, % at 11.9 µM; 18 h; AID 449728, 2010; hit rate 0.27% among 330,000;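 active = inhibition above the campaign's mean inhibition across all tested compounds plus 3 SD, cut at about 9.9% in these data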;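 also: uninfected addAB+ strain grown without phage in ampicillin broth; 0% = DMSO wells and 100% = ciprofloxacin 0.95 µg/ml wells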
# PfHsp90 set2: growth inhibition of PfHsp90-expressing yeast, primary screen, antimalarial PfHsp90 inhibitor project, S. cerevisiae, BacTiter-Glo luminescence, single point, set 2. BacTiter-Glo ATP, 48 h; yeast lacking PDR1 and PDR3 efflux regulators. inhibition, % at 9.4 µM. hit rate 0.32% among 310,000. AID 504621, 2011;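 active = every replicate shows inhibition above about 80%, whatever the replicate mean, limit read from the data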;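 also: 0% = DMSO neutral controls and 100% = 20 µM radicicol positive controls; yeast relying on Plasmodium falciparum Hsp90 in place of its own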
# SUMO Mot1 rescue: yeast Mot1-301 growth rescue at high temperature, primary screen, SUMOylation pathway inhibitor project, S. cerevisiae, ATP luminescence, 38.5C; S. cerevisiae Mot1-301 growth rescue; percent above DMSO median, 100 means doubled; growth rescue, % at 18.8 µM; hit rate 1% among 320,000; AID 2716, 2010;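 active = every valid replicate shows activation above 250% relative to neutral control wells; inactive = the rest, any valid replicate at or below 250%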;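 also: OY570 slx delta 5 strain wells were the positive control but not used for scaling; some compounds called inactive have numbers as strong as hits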
# HTR5A inv ctr: HTR5A inverse agonists in luminescence cell assay, primary screen, counter-screen for OPRM1-OPRD1 heterodimer inverse agonist project, full-deck HTS | HTR5A cell line, inverse agonism | 5-hydroxytryptamine receptor 5A (Homo sapiens), P47898 | hit rate 0.083% among 340,000 | inhibition, % at 9.3 µM; in the data active = inhibition mostly above about 23%, no sharp cut-off; inactive = mostly below about 18%;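 also: 0% = cells with DMSO and 100% = no-cell wells with DMSO; some compounds called inactive have numbers as strong as hits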
# * marks the source's active call; other numbers are inactive results; · = not tested or not shown; & = joins results of further samples.
# Start of the listing, in advance:
SMILES,PKA-R1A activ,HTR5A ag ctr,DSG3 Ab inh,phage Ecoli inh,OPRM1-OPRD1 ag,AddAB inh,OPRM1-OPRD1 inv,E coli growth,PfHsp90 set2,SUMO Mot1 rescue,HTR5A inv ctr
O=C(N1CCC(n2nc(-c3ccccc3)oc2=O)CC1)C1(c2ccccc2)CC1,-14.8,3.4,97.0,·,-2.9,3.4,14.5,2.9,19.9,-18.6,4.2
COc1ccc(CNC(=O)C2CCCN(S(=O)(=O)c3cccc4nsnc34)C2)cc1 (stereo unspecified),2.0,-0.3,106.8,1.6,-1.6,0.8,8.1,1.1,5.5,4.6,15.8

# Main list, from the start:
SMILES,PKA-R1A activ,HTR5A ag ctr,DSG3 Ab inh,phage Ecoli inh,OPRM1-OPRD1 ag,AddAB inh,OPRM1-OPRD1 inv,E coli growth,PfHsp90 set2,SUMO Mot1 rescue,HTR5A inv ctr
O=C(N1CCC(n2nc(-c3ccccc3)oc2=O)CC1)C1(c2ccccc2)CC1,-14.8,3.4,97.0,·,-2.9,3.4,14.5,2.9,19.9,-18.6,4.2
COc1ccc(CNC(=O)C2CCCN(S(=O)(=O)c3cccc4nsnc34)C2)cc1 (stereo unspecified),2.0,-0.3,106.8,1.6,-1.6,0.8,8.1,1.1,5.5,4.6,15.8
CCOC(=O)C(/C=C(\C#N)C(=O)OCC)=C(/N)N1CCN(c2c(C)cccc2C)CC1,6.8,-0.6,101.7,2.0,0.0,1.4,0.0,2.3,14.8,12.4,27.8
C=CCn1c(SCC(=O)Nc2c(C)cccc2C)nnc1-c1ccncc1,-18.0,5.5,108.1,2.5,2.1,0.2,-11.9,0.8,-15.4,·,-28.5
CS(=O)(=O)c1cccc(NC(=O)c2ccc(Cl)c(Cl)c2)c1,-1.6,-3.0,85.1,3.8,-1.4,1.8,8.9,-0.7,11.6,2.9,7.4
CCOCc1nc(C)c(Cl)c(NS(=O)(=O)c2ccc(N)cc2)n1,-5.0,-13.3,104.8,1.9,-0.7,-1.6,3.9,0.6,-0.9,-20.0,10.1
Nc1cc(-c2ccc(Br)cc2)nn1S(=O)(=O)c1ccccc1,3.7,6.3,62.2*,2.8,3.4,1.1,-17.6,3.3,18.6,-5.7,-17.6
COc1ccc2oc(C(=O)OCC(=O)NC(C)c3ccccc3)c(C)c2c1 (stereo unspecified),-17.1,0.0,113.4,-1.2,0.5,-0.1,-2.0,-1.6,-2.9,3.2,0.1
Cc1ccc(-c2[nH]ncc2C(=O)c2ccccc2C)c(O)c1,-7.0,3.5,94.6,-1.4,-1.6,1.2,9.0,-0.2,-53.9,-2.3,-13.7
CN(C)c1ccc(C(C(=O)NC2CCCC2)N(C(=O)c2ccco2)C2CC2)cc1 (stereo unspecified),1.4,-2.0,103.3,-1.0,0.1,1.8,-1.2,-0.1,-33.8,-9.4,-1.4
Cc1nn(C(=O)c2cc3sccc3[nH]2)c(C)c1C,1.6,-1.9,94.7,0.8,5.9,-1.3,-33.2,0.1,-11.7,-4.3,5.6
CCN1CCN(C(=O)c2ccccc2N(Cc2ccccc2)S(=O)(=O)c2ccc(OC)cc2)CC1,-3.1,0.2,99.3,-1.4,-4.3,4.0,23.5,2.4,5.6,225.1,-0.7
COc1ccc(-c2csc(N(CCCN(C)C)C(=O)c3cccs3)n2)cc1,0.3,4.2,98.3,1.6,26.4*,-0.5,-131.5,-0.5,·,-2.9,-10.9
CCOC(=O)C1=C(c2ccccc2)OC(N)=C(C#N)C1c1ccc(Cl)s1 (stereo unspecified),7.2,-0.9,98.2,1.4,5.0,1.1,-31.5,2.0,19.2,-8.1,2.5
O=C(CN1C(=O)C2C3C=CC(C3)C2C1=O)NCCC1=CCCCC1 (stereo unspecified),-2.7,8.8,102.6,1.5,-1.1,0.4,5.4,-1.1,-35.7,-3.8,-22.8
CCn1ncc(CN2CCN(Cc3ccc(OC)c(C)c3C)C(CCO)C2)c1C (stereo unspecified),-5.0,2.5,100.7,1.2,-1.1,2.5,5.6,-1.4,9.5,405.9,-6.7
N#CCSc1nnc(COc2cccc3ccccc23)n1-c1cccc(Cl)c1,1.7,5.0,97.1,1.9,2.9,-2.5,-15.5,-2.6,·,-2.5,8.2
O=C(NCc1ccc(Cl)c(Cl)c1)c1ccco1,-1.6,2.0,110.8,4.1,-2.5,-1.2,12.4,0.7,-12.9,-6.2,-4.9
NC(=O)COC(=O)c1ccc(-c2ccccc2)cc1,-7.8,4.8,102.7,1.8,-1.5,3.0,7.8,-1.2,-79.2,-3.2,-11.9
C/C(N)=C(/C#N)C(=O)CSc1n[nH]c(-c2ccccc2Br)n1,-11.3&0.1,-3.0&-1.2,123.4&91.4,0.9&1.9,0.0&-1.9,4.0,0.0&11.3,3.2,2.3,54.4,12.4&3.9
CN(CCc1ccccc1)C1CCCN(C(=O)Cn2cccn2)C1 (stereo unspecified),-0.5,2.0,·,0.9,0.1,2.7,-0.5,1.4,1.6,-11.5,-18.0
CC(C)(C)c1ccc(S(=O)(=O)N2CCN(C3CCCC3)CC2)cc1,-1.9,-4.3,·,-0.3,-1.5,1.0,9.5,-1.1,-11.0,194.2,-17.5
COc1cc(C)ccc1S(=O)(=O)n1nc(C)cc1C,4.8,-0.6,114.0,4.1,-1.7,0.3,8.3,-1.5,22.8,90.1,4.5
Cc1ccc(C)c(S(=O)(=O)C(C#N)c2nc3ccccc3nc2N2CCCC2)c1 (stereo unspecified),5.6,-2.3,95.1,3.4,0.4,1.8,-2.0,1.2,31.8,-17.6,6.0
CCOc1ccc(C(=O)C[n+]2cccc3cc(C)ccc32)cc1,-4.6,1.4,193.7,3.1,-2.0,2.5,10.8,-0.3,-7.8,3.2,28.2
O=C(Nc1cccc(O)c1)c1cccc(C(=O)Nc2cccc(O)c2)c1,4.6,-2.5,125.7,1.0,-1.7,1.4,8.4,-1.9,-15.4,1.0,8.5
Cc1ccccc1Cn1cc(NC(=O)c2cc(-c3ccco3)on2)cn1,-6.3,-2.3,91.0,-1.2,-0.3,-1.5,1.6,0.0,-44.4,156.1,4.2
CN(C(=O)C(Cl)Cl)C1CC2C=CC1C2 (stereo unspecified),-0.5,-2.7,104.2,0.2,-3.2,1.8,16.3,-0.8,-4.7,-7.5,-5.7
Fc1ccccc1OCCCCn1cncn1,-6.3,4.3,98.5,3.3,-1.4,2.4,7.6,-1.2,33.4,2.9,-15.1
CCN(CC)CC(=O)N1c2ccccc2CCc2ccc(NC(=O)c3cc(OC)c(OC)c(OC)c3)cc21,-3.2,5.4,116.8,0.9,2.5,-0.3,-13.0,-2.6,-0.5,0.6,-20.1
O=C(CSc1nnc(-c2cccc(Cl)c2)o1)Nc1ccc2c(c1)OCCO2,-0.1,1.1,106.6,-1.1,1.0,1.9,-4.9,-1.6,·,3.9,-2.8
COCCn1c(SCC(=O)NC2CCCC2)nc2c(c1=O)SCC2,-1.5,5.4,108.5,-2.4,-1.3,2.8,5.3,0.0,3.6,-29.3,-13.8
Cc1noc2ncnc(Oc3cc(Cl)ccc3Cl)c12,-4.6,4.1,104.3,1.8,6.2,-1.7,-33.2,-1.9,-33.3,89.8,-7.2
CCOC(=O)N1CCC(NC(=O)C2CCC(CNS(=O)(=O)c3ccc(OC)cc3)CC2)CC1 (stereo unspecified),-8.2,-2.3,104.1,3.3,-3.1,·,12.7,·,1.0,·,13.7
N#Cc1ccc(C(=O)CSc2nnc(-c3ccc(C(F)(F)F)cn3)s2)cc1,8.3,5.0,105.2,2.2,-0.8,-0.1,4.2,-0.2,1.7,8.6,-15.6
O=S(=O)(NC1CCCCCCC1)c1ccccc1F,1.5,-0.2,·,3.4,0.0,1.5,-0.3,-0.9,17.5,7.1,0.6
CCN(CC(=O)Nc1ccccc1C(F)(F)F)C(=O)CCc1ccccc1,2.7,4.0,103.1,0.9,0.0,0.3,-0.2,-2.3,9.6,9.5,-4.9
Cc1c(C(=O)NCC2COc3ccccc3O2)oc2ccc(S(=O)(=O)N(C)C3CCCCC3)cc12 (stereo unspecified),0.0,4.0,102.4,0.5,3.5,2.0,-20.3,-1.2,14.2,-14.2,4.8
Cc1cc(CSCc2ccc(Cl)cc2)no1,-12.8,3.3,105.1,1.7,1.9,1.7,-9.3,1.6,-29.9,59.2,-12.3
O=C(O)c1ccc(CSc2nc3ccc(N4C(=O)C5C6C=CC(C6)C5C4=O)cc3s2)cc1 (stereo unspecified),-5.8,2.3,·,2.6,-0.8,3.9,4.0,-2.4,-1.9,-5.8,12.2
O=C(Nc1ccc([N+](=O)[O-])cc1)Nc1ccc2[nH]c(=O)[nH]c2c1,8.4,-3.6,104.1,2.3,-3.5,3.9,18.6,4.5,-20.0,240.5,9.9
O=C(CNC(=O)c1ccc(S(=O)(=O)N2CCCC2)cc1)N/N=C/c1ccco1,2.7,-2.9,84.9,3.2,2.7,-1.0,-17.4,-4.4,5.8,-8.3,7.3
COc1ccc2c(CC(=O)NNC(=O)c3ccc(C)cc3)coc2c1,-7.5,0.1,116.2,3.9,-1.5,-0.3,7.6,-1.4,-63.3,-25.8,-0.4
COCCn1ccc(O)c(Cc2ccccc2)c1=O,8.0,9.6,97.6,3.3,-0.6,4.7,2.8,-0.8,-5.9,-1.7,-23.4
COc1ccc(C(CNC(=O)CCNC(=O)c2ccc(Br)cc2)N2CCOCC2)cc1 (stereo unspecified),14.3,6.3,122.0,0.8,-1.9,2.8,10.2,0.4,-0.8,-13.6,-15.7
COc1cc(C)c(CN2CCN(CC(=O)Nc3ccccc3C(=O)NC3CC3)CC2)cc1OC,2.2,-1.4,·,0.3,-2.5,-2.6,9.2,-1.2,-8.4,6.2,4.2
CC(CC(=O)NNC(=O)c1cccc(Cl)c1)c1ccccc1 (stereo unspecified),-13.3,1.3,91.4,-1.8,1.2,5.2,-6.8,1.3,-15.7,-6.8,-3.1
Nc1cc(-c2ccccc2)nn1S(=O)(=O)c1ccc(Br)cc1,0.5,4.8,102.0,0.4,5.6,5.4,-32.9,3.3,-8.1,5.9,-14.2
COc1cc2c(cc1OC)CN(CC(=O)Nc1ccc(Cl)cc1Cl)CC2,1.9,-2.0,67.6,0.8,3.5,-0.5,-16.3,0.6,-3.0,6.5,7.2
Cc1ccccc1NC(=O)CC(O)(C(F)(F)F)C(F)(F)F,-12.6,-2.6,102.2,-1.6,-3.4,2.9,14.6,-0.2,-14.4,69.3,7.1
Nc1ccccc1C(=O)NCc1ccc(Cl)cc1,-3.1,1.9,96.8,1.5,-2.5,2.5,12.4,0.3,-2.8,127.2,5.9

# Outcome played no part in choosing rows; about 3.2% have a hit in one of these screens.
